Pyk2 oligo antag: Pyk2 (human) oligomerization antagonism; Q14289; Q293 cells, Pyk2 FERM NanoBiT luminescence; active compounds read low; z-score (the deposit names both 25 µM and 10 µM); 0.83% of 99,000 active; AID 1347419;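 active means Z-score of -3 or lower, scaled per plate to the spread of control and sample wells; inactive means z-score above -3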;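 further: negative z-score means lost luminescence so less FERM oligomerization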
CYP2C19 activ: activators of human cytochrome P450 2C19. P33261. recombinant CYP2C19, luciferin-H EGE luminescence; active compounds read high; 0 = fully inhibited enzyme, 1 = untreated enzyme. activation factor at 5 µM. 96,000 tested, under 10 active;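 active means activation factor of at least 2 at 5 µM in the primary screen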;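 further: 0 = wells with 2.5 mM tranylcypromine and 1 = vehicle-only wells; values of inactives mirror those of a sister screen read the other way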
Target sequence (P33261 whole entry, looked up): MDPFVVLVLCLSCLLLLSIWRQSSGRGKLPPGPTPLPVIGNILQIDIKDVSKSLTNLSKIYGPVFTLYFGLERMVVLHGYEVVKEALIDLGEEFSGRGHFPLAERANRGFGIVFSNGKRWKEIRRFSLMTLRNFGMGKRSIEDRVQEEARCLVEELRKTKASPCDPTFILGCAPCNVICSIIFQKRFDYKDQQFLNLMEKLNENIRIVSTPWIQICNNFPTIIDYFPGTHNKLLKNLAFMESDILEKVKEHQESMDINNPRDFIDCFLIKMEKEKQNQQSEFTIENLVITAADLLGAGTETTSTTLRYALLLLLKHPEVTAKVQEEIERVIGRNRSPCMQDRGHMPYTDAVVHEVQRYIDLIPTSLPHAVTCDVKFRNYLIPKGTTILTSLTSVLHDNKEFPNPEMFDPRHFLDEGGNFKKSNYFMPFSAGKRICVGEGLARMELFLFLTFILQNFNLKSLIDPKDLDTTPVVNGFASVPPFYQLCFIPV
MT1-MMP txn act: MT1-MMP promoter transcription activation; HT1080 MT1-MMP promoter luciferase reporter, luminescence, overnight; active compounds read high; activation factor at 10 µM; 0.16% of 86,000 active; AID 750;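 active means activation factor of at least 2 for MT1-MMP transcription at 10 µM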
CYP2C9 inhib: blocks human cytochrome P450 2C9; 20% of 96,000 active; P11712; AID 777; inhibition, % at 5 µM; CYP2C9 Supersomes, luciferin-H conversion, luminescence;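 active means blocking of liver enzyme CYP2C9 beyond about 50% at 5 µM, limit read from the data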; further: values of inactives mirror those of a sister screen read the other way
Target sequence (P11712 whole entry, looked up): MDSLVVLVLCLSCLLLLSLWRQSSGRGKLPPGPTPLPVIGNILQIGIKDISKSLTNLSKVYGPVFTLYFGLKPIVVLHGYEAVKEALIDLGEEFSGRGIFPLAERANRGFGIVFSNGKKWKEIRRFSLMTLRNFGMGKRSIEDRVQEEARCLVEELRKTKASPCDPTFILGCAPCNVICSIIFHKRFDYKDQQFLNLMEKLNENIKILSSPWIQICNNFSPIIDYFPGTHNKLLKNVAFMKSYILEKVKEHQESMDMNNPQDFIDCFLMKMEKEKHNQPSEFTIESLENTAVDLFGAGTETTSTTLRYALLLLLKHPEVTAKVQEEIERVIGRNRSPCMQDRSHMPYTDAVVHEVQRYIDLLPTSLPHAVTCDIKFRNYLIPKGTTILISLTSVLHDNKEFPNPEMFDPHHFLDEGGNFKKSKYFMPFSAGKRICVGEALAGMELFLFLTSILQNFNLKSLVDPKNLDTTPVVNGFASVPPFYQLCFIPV
CYP2C19 inhib: blocks human cytochrome P450 2C19. P33261. CYP2C19 Supersomes, luciferin-H EGE luminescence, 30 min. inhibition, % at 5 µM. 21% of 96,000 active. AID 778;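 active means CYP2C19 inhibition above a set limit at 5 µM in the primary screen, cut at about 50% in these data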;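 further: plate controls were negative control wells for no effect and 2.5 mM tranylcypromine positive control for full effect; values of inactives mirror those of a sister screen read the other way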
Mac1 fbg inh: CD11b/CD18-fibrinogen binding inhibition. K562 CD11b/CD18 adhesion to fibrinogen, ATPlite luminescence; Mn2+ added to activate the integrin. 0.54% of 93,000 active. inhibition, % at 10 µM;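 active means primary inhibition of 50% or more at 10 µM, then 40% or more on retest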; further: some results filed as inactive read as strong as hits
Mac1 fbg enh: increases human CD11b/CD18 adhesion to fibrinogen | P05107+P11215 | activation, % at 10 µM | K562 CD11b/CD18 adhesion to fibrinogen, ATPlite luminescence | 0.07% of 93,000 active;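 active means 10 µM primary screen giving 50% or more activity, confirmed by 40% or more on retest at that dose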; further: strong numbers were not always called active; reference of the scale not given here
PLAP activator: human PLAP activation | 1.2% of 96,000 active | activation fold at 20 µM | AID 696 | purified PLAP enzyme, luminescent substrate read-out; active compounds read high | P05187; in the data active means activation fold above about 2
CYP2C9 activ: increases human cytochrome P450 2C9 activity; P11712; recombinant CYP2C9, luciferin-H conversion, luminescence; active compounds read high; factor 1 = untreated enzyme, 0 = blocked; activation factor at 5 µM; 1.4% of 96,000 active;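 active means activation factor of 2 or more for CYP2C9 at a 5 µM dose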;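 further: 0 = sulfaphenazole-blocked wells and 1 = vehicle-only wells; values of inactives mirror those of a sister screen read the other way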
* hit, by the source's call; x = no result given.

SMILES	Pyk2 oligo antag	CYP2C19 activ	MT1-MMP txn act	CYP2C9 inhib	CYP2C19 inhib	Mac1 fbg inh	Mac1 fbg enh	PLAP activator	CYP2C9 activ
O=C(NCc1ccco1)c1ccc(CS(=O)(=O)Cc2ccc(Cl)cc2)o1	1.6	0.6	1.1	37	44	-7	-3	0.9	0.6
CCc1ccc(-n2c(SCc3c(C)noc3C)nnc2-c2ccncc2)cc1	0.95	0.3	1.3	58*	73*	0	2	1.6	0.4
Nc1c(NC2CCCCC2)c2ccccc2oc1=O	0.52	0.7	1	17	35	-10	-3	0.9	0.8
Cc1ccc(S(=O)(=O)NCCNc2ccc([N+](=O)[O-])cc2C(F)(F)F)cc1	0.41	0.5	x	77*	49	-4	-5	0.6	0.2
CC1(C)Cc2c(C#N)c(NCCN3CCOCC3)nc(-c3ccco3)c2CO1	-0.45	0.8	1	28	23	10	-2	1.7	0.7
Cc1noc(N)c1C(=O)Nc1ccc(C(C)(C)C)cc1	1	0.8	1.4	10	18	6	2	1	0.9
CC(=O)c1c(C)[nH]c(C(=O)COc2ccc(C#N)cc2)c1C	1.1	0.8	1.1	35	18	x	x	1.2	0.7
Cc1nc(-c2ccc(NC(=O)c3cccs3)cc2)cs1	-0.41	0.9	0.4	20	13	6	-5	0.8	0.8
COc1ccc(NC(=S)Nc2ncccc2C)c(OC)c1	0.24	0.2	x	14	76*	-1	5	0.8	0.9
Cc1ccc(S(=O)(=O)c2c(N)n(Cc3ccco3)c3nc4ccccc4nc23)cc1C	-1.7	0.5	1.1	65*	54*	-5	-3	1.5	0.4
Clc1ccc(OCCCc2nc(-c3cccnc3)no2)c(Cl)c1	-1.4	0.9	1	30	11	16	-2	1	0.7
Cc1cc(C(=O)OCC(=O)N2CC(C)CC(C)C2)c(C)o1 (centres undefined)	-0.01	0.5	1.1	16	55*	1	-1	1.5	0.8
Cc1cc(C)n2nc3nc4c(cc3c2n1)CCCC4	-0.31	1.1	1.1	9	-7	-27	0	1	0.9
CCN1CCN(C(=O)CCN2C(=O)COc3ccc(C)cc32)CC1	0.02	0.7	1.1	-30	27	x	x	1.2	1.3
O=C(Nc1ccc(Cl)c(C(F)(F)F)c1)c1ccco1	-1.1	1	1.4	-25	2	17	-3	0.9	1.3
CCOC(=O)COc1ccc(S(=O)(=O)N2CCN(c3ccccc3F)CC2)cc1	-0.35	0.3	1.1	81*	68*	2	0	0.9	0.2
COc1cccc(OC)c1-c1nn2c(-c3ccccc3Cl)nnc2s1	-3*	0.2	1.2	19	82*	-10	4	1.2	0.8
Cc1cccc(N(CC(=O)Nc2ccc(-c3nc4ccc(C)cc4s3)cc2)S(C)(=O)=O)c1	-0.08	1	x	7	2	x	x	0.8	0.9
CCN(C(=O)c1sc(N)c(C#N)c1C)C1CCCCC1	-0.11	0.4	1	-5	59*	-17	1	1	1.1
Cc1nonc1NC(=O)N1CCCC1	0.48	1.1	1.1	2	-8	x	x	0.9	1
CCCc1nc2ccccc2c(=O)n1/N=C/c1ccc(O)c(O)c1	-0.41	0.5	1.1	85*	54*	-2	-3	1.3	0.1
CCOc1ccc(C(=O)CCN2CCCCCC2)cc1	-0.15	0.9	0.9	-1	8	-6	-1	1.2	1
CCCc1oc2c(c(=O)c1CC)C(=O)CC(C)(C)C2	-0.24	0.6	1.1	22	41	-30	2	1	0.8
Oc1ccc2ccccc2c1C=NC12CN3CCN(CN(C3)C1)C2	-0.45	0.9	1.1	9	7	x	x	1	0.9
CCOC(=O)CSc1nc2cc(C(=O)N3CCC(C(N)=O)CC3)ccc2c(=O)n1-c1ccccc1	0.41	0.7	1	59*	26	-25	176	1.7	0.4
COc1cccc(N2C(=O)C3C(C2=O)C2C=CC3C23CC3)c1 (centres undefined)	-0.28	0.7	1.1	0	33	23	-1	0.9	1
C/C(CC(=O)Nc1ccc(Cl)cc1Cl)=N\NC(N)=S	0.18	0.9	x	0	14	x	x	1.4	1
Cc1ccc(OCCN2CCN(c3ncnc4sc(C)c(C)c34)CC2)cc1	-0.24	0.1	1	89*	86*	97*	-8	2.2*	0.1
COC(=O)C1(C(F)(F)F)N=C2Sc3ccccc3N2C(N2CCOCC2)=N1 (centres undefined)	x	0.8	1.1	8	23	-3	5	1.2	0.9
CC(=O)Cc1nsc(NC(=O)c2cc(-c3cccc(C(F)(F)F)c3)oc2C)n1	-0.25	1	1	21	-3	-37	89	1.3	0.8
COc1ccc2cc(CN(C(=O)Nc3ccccc3)C3CCCC3)c(=O)[nH]c2c1	0.71	0.9	0.9	19	6	-5	-3	1.4	0.8
O=S(=O)(c1ccc(Cl)cc1)c1ccccn1	-0.25	0.8	1	-108	17	1	-3	0.9	2.1*
COCCCNC(=O)CN1C(=O)c2ccccc2C1=O	0.75	1	1.1	0	3	-9	0	0.9	1
CC1CN(CCc2ccccc2)c2nc3c(c(=O)[nH]c(=O)n3C)n2C1 (centres undefined)	-0.02	0.3	1.2	57*	74*	32	-5	1.4	0.4
CC1(C)CC(=O)C(=CN2CCN(C(=O)c3ccco3)CC2)C(=O)C1	0.01	1	1.1	-3	-5	1	-2	1	1
CCNc1cc(Cl)nc(SC)n1	-0.55	1	x	-31	4	x	x	0.8	1.3

Structures shown so far that have two or more sulfur atoms:
SMILES	Pyk2 oligo antag	CYP2C19 activ	MT1-MMP txn act	CYP2C9 inhib	CYP2C19 inhib	Mac1 fbg inh	Mac1 fbg enh	PLAP activator	CYP2C9 activ
Cc1nc(-c2ccc(NC(=O)c3cccs3)cc2)cs1	-0.41	0.9	0.4	20	13	6	-5	0.8	0.8
Cc1cccc(N(CC(=O)Nc2ccc(-c3nc4ccc(C)cc4s3)cc2)S(C)(=O)=O)c1	-0.08	1	x	7	2	x	x	0.8	0.9

The list continues:
SMILES	Pyk2 oligo antag	CYP2C19 activ	MT1-MMP txn act	CYP2C9 inhib	CYP2C19 inhib	Mac1 fbg inh	Mac1 fbg enh	PLAP activator	CYP2C9 activ
O=S(=O)(c1ccc(Br)s1)N1CCCCC1	-0.84	0.3	1.2	-6	73*	22	0	1.1	1.1
Cc1cc(NC(=O)CSc2nc(C(C)C)nc3ccccc23)no1	1.1	0.8	1.2	49	17	10	-5	0.8	0.5
CCc1cc(C(=O)NNC(=S)NCC2CCCO2)cs1 (centres undefined)	0.48	0.7	x	-40	33	x	x	2.2*	1.4
Cc1cc(NC(=O)c2ccccc2)ncc1NC(=O)c1ccco1	0.02	0.1	1.2	56*	95*	-56	0	1.1	0.4
NC(=S)N/N=C/c1ccc(-c2cccc([N+](=O)[O-])c2)o1	-0.72	1.1	x	1	-14	0	-4	1	1
COc1cccc(N=Cc2c[nH][nH]c2=O)c1	0.08	0.9	x	23	8	2	5	0.9	0.8
CCOC(=O)N1CCN(C(=O)Cn2c(=O)sc3ccccc32)CC1	0.7	0.9	1.2	4	9	0	-1	1	1
N#Cc1ccc(Cn2c(=O)c(C#N)c3n(c2=O)CCC3)cc1	0.74	0.1	1.1	-19	89*	0	-3	0.9	1.2
COc1ccc(NC(=O)CS(=O)CC(=O)Nc2cc(Cl)ccc2OC)cc1 (centres undefined)	0.17	1	1	26	-4	-21	2	0.8	0.7
COc1ccc(OC(=O)c2cccc([N+](=O)[O-])c2)c(C(=O)/C=C/c2cccs2)c1	-0.29	0.4	1.3	75*	62*	-20	2	0.8	0.3
Cc1nn2cc(-c3ccccc3)nc2[nH]c1=O	0.13	0.9	1.1	74*	5	22	-3	0.9	0.3
Cc1cc(CNC(=O)Nc2ccc3c(c2)OCO3)nn1C	1.3	1	1.5	-3	1	-7	-10	0.9	1
Cc1ccc(C(=O)N(Cc2ccc3c(c2)OCO3)Cc2nc3ccccc3c(=O)[nH]2)cc1	-1.6	0.5	1.3	39	45	-3	2	1.2	0.6
Cc1ccc2c(c1)-c1cc(C)nn1C(c1ccc3c(c1)OCO3)N2 (centres undefined)	-0.48	0	1.2	89*	96*	16	3	1.3	0.1
CC(=O)CCS(=O)(=O)c1ccc(NC(C)=O)cc1	0.13	1	1.1	6	0	-7	-1	0.9	0.9
CC(NC(=O)COc1ccc(/C=N/NS(=O)(=O)c2ccccc2)cc1)c1ccccc1 (centres undefined)	0.16	1	x	12	-1	-6	-3	0.9	0.9
COc1ccc(CN(C)CCc2ccccn2)c(OC)c1OC	-0.26	0.8	1	5	24	18	-2	1	1
O=C(CSc1nc2ccccc2c(=O)n1-c1ccccc1)N1CCCC1	0.44	0.7	1.3	51*	34	-6	1	1.4	0.5
CCC(C)(C)n1nnnc1C(c1ccc(OC)c(OC)c1)N1CCN(c2cccc(OC)c2)CC1 (centres undefined)	-0.34	0.4	1	86*	56*	-5	2	1.7	0.1
COCc1nc2ccccc2n1Cc1ccccc1	0.17	0.2	1.1	32	79*	9	-2	1	0.7
CN1C(=O)C(O)(CC(=O)c2ccccc2O)c2cc(Br)ccc21 (centres undefined)	x	0	1.3	92*	97*	7	-5	1	0.1
COc1ccc(CNC(=S)Nc2cc(C)cc(C)c2)cc1	0.88	0.9	1	-98	5	8	-5	1.2	2*
CCOc1ccc(S(=O)(=O)n2ccc(C)n2)c2ccccc12	1.2	1.2	1.2	23	-19	-4	4	1	0.8
CCn1c(=O)cc(SCC(=O)N2CCN(c3ccccn3)CC2)c2ccccc21	2.8	0.3	1.2	51*	72*	-4	-2	0.9	0.5

With a hit mark in CYP2C9 activ (from the list above):
SMILES	Pyk2 oligo antag	CYP2C19 activ	MT1-MMP txn act	CYP2C9 inhib	CYP2C19 inhib	Mac1 fbg inh	Mac1 fbg enh	PLAP activator	CYP2C9 activ
O=S(=O)(c1ccc(Cl)cc1)c1ccccn1	-0.25	0.8	1	-108	17	1	-3	0.9	2.1*
COc1ccc(CNC(=S)Nc2cc(C)cc(C)c2)cc1	0.88	0.9	1	-98	5	8	-5	1.2	2*

Remaining list, next part:
SMILES	Pyk2 oligo antag	CYP2C19 activ	MT1-MMP txn act	CYP2C9 inhib	CYP2C19 inhib	Mac1 fbg inh	Mac1 fbg enh	PLAP activator	CYP2C9 activ
CCOC(=O)c1cccc(NC(=O)CCc2c(C)nc3ncnn3c2C)c1	0.44	1	1.2	15	2	-7	2	1	0.8
Cc1onc(-c2ccccc2)c1C(=O)N1CCN(C)CC1	-0.43	1.1	1.3	-19	-15	2	-2	1	1.2
O=C(c1cnccn1)N1CCN(C/C=C/c2ccccc2)CC1	0.23	0.9	1.1	3	8	-5	-4	1.1	1
CN1C(CC(=O)c2ccccc2)CCCC1CC(O)c1ccccc1 (centres undefined)	x	1	x	-3	3	1	-3	1.4	1
O=S(=O)(NCCSc1ccccc1)c1ccc(F)cc1	2.5	0.6	1.2	13	40	21	1	0.8	0.9
CC(C)NC(=O)C1CCN(C(=O)C(C(=O)c2ccccc2)n2cc(Cl)ccc2=O)CC1 (centres undefined)	0.87	1	0.9	4	1	-17	1	1	1
O=C(NCCN1CCOCC1)c1cc(-c2ccc(F)cc2)on1	0.63	1.1	1.1	-50	-10	0	2	1.1	1.5
Cn1c(SCC(=O)N2CCOCC2)nnc1-c1ccc(Cl)cc1Cl	0.45	1	1.2	10	0	3	-6	1	0.9
CCn1c(=O)c2cc(C(=O)N3CCOCC3)sc2c2ccccc21	x	0.8	1	-44	22	-10	2	1.5	1.4
CCCc1cc2c(cc1NC(=O)c1ccccc1C)OCO2	0.33	0	x	28	95*	4	-1	1.1	0.7
COC(=O)c1ccccc1OC(=O)c1cccnc1	0.39	0.9	1.2	-3	6	2	-3	0.8	1
O=C(COC(=O)c1cc(S(=O)(=O)N2CCOCC2)c(Cl)cc1Cl)Nc1ncc(C(F)(F)F)cc1Cl	0.55	1	x	6	3	-14	-3	1	0.9
COc1ccc(NC(=O)CSC2CC(=O)N(c3ccc4c(c3)OCCO4)C2=O)cc1 (centres undefined)	0.35	0.5	1	27	48	-8	0	1.1	0.7
CCOC(=O)c1ccc(NC(=O)Nc2ccc(F)cc2)cc1	-0.15	0.8	1.4	66*	22	-50	1	0.9	0.3
Cc1ccccc1OC(=O)n1c(=S)oc2cc(Cl)ccc21	1.4	0.9	x	48	7	-3	-1	1.1	0.5
Cc1ccc2nc(SCC(=O)N3CCOCC3)[nH]c2c1	0.35	0.3	1.3	9	68*	2	-3	1.2	0.9
